RGS4 inhibitor – inhibitors of human regulator of G protein signaling 4. P49798. Transcreener GDP fluorescence polarization, RGS4-accelerated GTP hydrolysis. Potency, µM (doses to about 114 µM), inactives show at the top dose activity change, negative = inhibition, actives largely listed as inhibitors. hit rate 0.039% among 390,000. AID 504845; further: potency means the concentration at half of the fitted maximal effect; on the % scale 0 is the no-effect control and ±100 the full control effect; nearly all actives have a fitted effect of over 75% in size; some results filed as inactive show a strong effect at the top dose
Target sequence (P49798 whole entry, looked up): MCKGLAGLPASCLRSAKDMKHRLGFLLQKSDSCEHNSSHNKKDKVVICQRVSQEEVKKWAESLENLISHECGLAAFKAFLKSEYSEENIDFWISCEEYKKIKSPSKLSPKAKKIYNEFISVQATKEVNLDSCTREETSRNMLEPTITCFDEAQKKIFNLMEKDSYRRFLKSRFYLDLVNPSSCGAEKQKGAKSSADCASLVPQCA
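MLSMR compounds (23 nl, pin-transferred) preincubated 10 min at room temperature with a 500nM (2x) first reagent, then RGS4 at 900nM (2x) plus Transcreener GDP mix added; fluorescence polarization (620/688 nm) read before and after 90 min at 30 °C.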
IDH1 R132H inh – human IDH1 R132H inhibition. O75874. hit rate 0.093% among 390,000. Potency, µM (top dose mostly 76.6 µM), without a hit: top-dose activity change, negative = inhibition, actives largely listed as inhibitors. IDH1-R132H enzyme, NADPH consumption, diaphorase/resazurin fluorescence; further: potency means the concentration at half of the fitted maximal effect; on the % scale 0 is the no-effect control and ±100 the full control effect; nearly all actives have a fitted effect of over 65% in size
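IDH1-R132H (0.5 ug/mL dispensed) in pH 7.5 Tris buffer was preincubated 30 min with compound, then given a substrate mix of 0.016 mM NADPH and 2 mM alpha-KG for 80 min at room temperature; remaining NADPH was read by diaphorase/resazurin fluorescence.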
Vif-APOBEC3F blk – blocks the Vif interaction with APOBEC3F | HeLa A3F-eYFP + Vif (tagged APOBEC3F with the HIV-1 protein that degrades it), YFP fluorescence increase | Potency, µM (series often up to 46.1 µM), for inactives: top-dose activity, negative = active | hit rate 0.2% among 390,000; further: potency means the concentration at half of the fitted maximal effect; % of control where 0% means no effect; nearly all actives have a fitted effect of over 65% in size
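HeLa cells stably expressing Vif plus C-terminally eYFP-tagged A3F were seeded, incubated overnight at 37 deg C, dosed with compound, incubated overnight again at 37 deg C. Yellow fluorescence (Ex 488/Em 500-530) reported blocked Vif-mediated A3F-eYFP degradation.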
USP1 inh – inhibitors of human USP1/UAF1 deubiquitinase; O94782; recombinant USP1/UAF1, Ub-Rhodamine cleavage fluorescence; Potency, µM (titrated, usually from 57.1 µM), for the others: top-dose activity change, negative = inhibition, usual class: inhibitors; hit rate 0.23% among 390,000; AID 743255; further: potency means the concentration at half of the fitted maximal effect; on the % scale 0 is the no-effect control and ±100 the full control effect; nearly all actives have a fitted effect of over 60% in size; inactives centre near -12
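USP1/UAF1 complex at 1 nM was preincubated with compound for 15 min at room temperature, then Ub-Rho substrate (150nM final) was added. Fluorescence (480/540 nm) was read kinetically, 6 reads every 60 seconds.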
TrxR1 inh – blocks rat thioredoxin reductase 1; O89049; recombinant rTrxR1, NADPH fluorescence consumption, selenite substrate; Potency, µM (doses to about 114 µM), without a hit: at the top dose activity change, negative = inhibition, hits mostly inhibitors; hit rate 1% among 390,000; further: potency means the concentration at half of the fitted maximal effect; on the % scale 0 is the no-effect control and ±100 the full control effect; nearly all actives have a fitted effect of over 65% in size
Target sequence (O89049 whole entry, looked up): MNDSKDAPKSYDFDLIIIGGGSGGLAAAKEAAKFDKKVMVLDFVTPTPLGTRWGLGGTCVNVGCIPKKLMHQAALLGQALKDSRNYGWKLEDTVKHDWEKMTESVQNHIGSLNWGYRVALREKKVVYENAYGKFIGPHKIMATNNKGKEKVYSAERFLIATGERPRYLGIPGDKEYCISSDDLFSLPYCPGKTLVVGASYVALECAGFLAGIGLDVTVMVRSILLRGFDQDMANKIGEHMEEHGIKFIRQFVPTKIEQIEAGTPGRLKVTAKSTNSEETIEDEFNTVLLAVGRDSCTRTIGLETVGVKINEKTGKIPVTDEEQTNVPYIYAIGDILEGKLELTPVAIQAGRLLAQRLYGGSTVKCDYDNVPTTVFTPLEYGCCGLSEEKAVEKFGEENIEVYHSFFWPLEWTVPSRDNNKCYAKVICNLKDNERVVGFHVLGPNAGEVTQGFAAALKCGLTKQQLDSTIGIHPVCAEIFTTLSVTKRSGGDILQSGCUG
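Rat TrxR1 (90 nM in the dispensed reagent) was pre-reduced with 400 uM NADPH for 5 min at room temperature, then incubated with compound for 15 min. After 400 uM selenite was added, NADPH fluorescence (Ex 340/Em 450 nm) was followed for 8 min.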
Glioma ERSR ind – inducers of ER stress response in human glioma cells; U87-MG GRP78 promoter luciferase reporter, 16 h; Potency, µM, for the others: at the highest dose activation, hits mostly activators; hit rate 0.02% among 420,000; AID 602332; further: potency means the concentration at half of the fitted maximal effect; series mostly up to about 76 µM; % of control where 0% means no effect; nearly all actives have a fitted effect of over 35% in size
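ERSR induction read as luciferase luminescence (Bright-Glo, 10 min at room temperature) in stably transfected human U87-MG glioma cells exposed to compounds for 16 h, using GRP78 as sensor.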
TrxR1 substrate – is turned over as a substrate by rat TrxR1; Potency, µM (top dose mostly 114 µM), inactives show at the highest dose activity change, negative = substrate turnover; AID 588456; purified TrxR1 substrate turnover, NADPH consumption readout; O89049; hit rate 0.01% among 390,000; further: potency means the concentration at half of the fitted maximal effect; on the % scale 0 is the no-effect control and ±100 the full control effect; nearly all actives have a fitted effect of over 50% in size
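Rat TrxR1, dispensed at 90 nM, was prereduced with 400 uM NADPH (final) for 5 min at ~22 deg C, then incubated with compound 15 min before 400 uM selenite. A first-read NADPH fluorescence drop versus no-compound background flagged substrates.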
LDHA block – blocks human lactate dehydrogenase A. P00338. purified LDHA, NADH/diaphorase-resazurin fluorescence; stronger effect = lower value. activity change, % (values are at about 110 or 230 µM). hit rate 0.15% among 480,000. AID 1347041; in the data active means activity change below about -30%; inconclusive means mostly about -25% to -30%;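 further: plate controls were DMSO wells for no effect and wells without enzyme for full effect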
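Remaining NADH was detected by diaphorase (0.133 mg/mL) converting 37 µM resazurin to fluorescent resorufin, read at 0 and 20 minutes. The preceding 5-minute room-temperature reaction used 2 nM LDHA, 0.2 mM sodium pyruvate and 0.06 mM NADH at pH 7.4.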
Vif-A3G inh – blocks the Vif interaction with human APOBEC3G; hit rate 0.076% among 410,000; Potency, µM (top dose mostly 46.1 µM), inactives show at the highest dose activity, negative = active, actives largely listed as inhibitors; HeLa A3G-eYFP + Vif (tagged APOBEC3G with the HIV-1 protein that degrades it), YFP fluorescence, overnight;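 further: potency means the concentration at half of the fitted maximal effect; on the % scale 0 is the no-effect control and ±100 the full control effect; nearly all actives have a fitted effect of over 60% in size; hits raise eYFP signal because A3G escapes Vif-driven loss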
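Read-out is eYFP fluorescence (Ex 488/Em 500-530) from Vif-expressing HeLa A3G-eYFP cells; more signal means A3G escaped Vif-mediated degradation. Cells plated overnight, compound pinned in, incubated overnight at 37 deg C.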
Active calls of the source: *; ? = inconclusive; . = not tested or not shown; & = joins results of further samples; [ ] = remark or other dose. Unless noted, the call rests on the fitted dose curve; in most records, active means well fitted curve in the direction sought with a large enough effect; inconclusive means small, poorly fitted or top-dose-only effect, or another doubt; inactive means no such curve, though single readings can be large; an effect the other way counts as inactive or inconclusive. A portion of the library. The share of hits here may be higher or lower than overall.

Each structure is followed by: RGS4 inhibitor	IDH1 R132H inh	Vif-APOBEC3F blk	USP1 inh	TrxR1 inh	Glioma ERSR ind	TrxR1 substrate	LDHA block	Vif-A3G inh
> CNC(=O)/C(C#N)=C/c1ccc(-c2ccccc2[N+](=O)[O-])o1
  -14%	-5%	-7%	-18%	-6%[57.1 µM]	11%	-9%[57.1 µM]	-3	-13%
> O=C(c1cnc(N2CCCCC2)c2ccccc12)N1CCN(c2cccc(Cl)c2)CC1
  12%	-6%	-5%	?	18%[57.1 µM]	-4%	1%[57.1 µM]	2	-20%
> CCn1cnc2c1c(=O)n(CC(=O)OC)c(=O)n2Cc1ccccc1
  18%	11%	3%	-12%	30%	1%	3%	-5&0	-12%
> CN(/N=C/c1cccnc1)c1cnc2ccccc2n1
  -15%	3%	7%	-5%	-1%[57.1 µM]	-4%	12%	5	-6%
> CC(C)CNC(=O)CN1C(=O)NC2(CCCc3ccccc32)C1=O (stereo not given)
  7%	0%	12%	-19%	?	0%	-14%	-8	3%
> Cc1c(C(=O)N2CCC(C)CC2)sc2ncnc(N(C)c3ccccc3)c12
  -7%	1%	-2%	-13%	10%	-8%	-3%	-7	-1%
> CS(=O)(=O)N(CC(=O)N1CCCCC1)Cc1ccc(Cl)cc1
  -11%	2%	6%	-20%	5%	-4%	3%	-5	-3%
> Cc1cc(C)c2sc(NNC(=O)c3ccc(S(=O)(=O)N4CCc5ccccc5C4)cc3)nc2c1
  8%	1%	-6%	1%	23%[57.1 µM]	-7%	6%[57.1 µM]	-19	-12%
> CCCN(c1nc(C)cc(OC)n1)S(=O)(=O)c1ccccc1
  -8%	0%	-1%	-13%	-2%[57.1 µM]	-2%	-1%[57.1 µM]	-4	0%
> CCOC(=O)C1C(c2cccc(F)c2)NC(=S)NC1(O)C(F)(F)F (stereo not given)
  -52%	4%	4%	-8%	-4%	-3%	-2%	-4	-6%
> O=C(COC(=O)Cc1c(Cl)cccc1Cl)NCc1ccccc1
  .	10%	-2%	-25%	.	-2%	.	-3	-5%
> O=C(O)c1ccc(S(=O)(=O)c2ccc3c(c2)C(=O)N(Cc2ccco2)C3=O)cc1
  -12%	-8%	-7%	-15%	-22%	-5%	8%	-7	-1%
> CC1CN(CCOc2ccc(Cl)cc2Cl)CC(C)O1 (stereo not given)
  -11%	3%	0%	1%	1%	-4%	9%[0.457 µM]	-17	-5%
> O=S(=O)(Nc1ncccn1)c1ccccc1
  ?	-1%	-6%	-8%	11%[57.1 µM]	-4%	-4%[57.1 µM]	-3	0%
> COCc1cc(C)nc2sc(C(=O)OC(C)C)c(N)c12
  -32%	12%	-8%	-4%	-4%[57.1 µM]	11%	10%[57.1 µM]	-5	-4%
> O=C1C(Cl)=C(N2CCOCC2)C(=O)N1c1ccccc1Cl
  -51%	6%	-2%	-12%	15%[57.1 µM]	8%	9%[57.1 µM]	-16	1%
> CN1C(=O)Cc2cc(S(=O)(=O)Nc3ccc(Cl)cc3)ccc21
  3%	-13%	0%	?	17%	-3%	7%	-4	-2%
> COc1ccc(-c2nc(CS(=O)(=O)CC(=O)NCc3cccc(F)c3)c(C)o2)cc1
  13%	1%	-4%	-10%	16%[57.1 µM]	-3%	4%[57.1 µM]	-18	3%
> COCCNC(=S)N1CCc2cc(OC)c(OC)cc2C1COc1cc(C)cc(C)c1 (stereo not given)
  -7%	10%	-9%	-27%	2%	-2%	-7%	0	-5%
> COCCNC(=O)Cn1nc(-c2ccccc2OC)ccc1=O
  21%	7%	-5%	-14%	9%	-2%	4%	-6	-1%
> COc1ccc(NC(=O)C2CCN(S(=O)(=O)c3ccc4c(c3)CCCC(=O)N4)CC2)c(OC)c1
  16%	-3%	-4%	-14%	-1%	0%	-9%	-6	3%
> Cc1ccc(N2C(=O)C3C4C=CC(CC4)C3C2=O)cc1[N+](=O)[O-] (stereo not given)
  -4%	5%	-10%	-20%	20%	-2%	1%	-3	1%
> COC(=O)CCc1sc(Nc2ccccc2)nc1-c1ccc(OC)cc1
  8%	2%	9%	-7%	7%	5%	-5%	-1&2	0%
> Cc1ccc(-c2ccc(S(=O)(=O)N3CCCC3)cc2)cc1
  -7%	-3%	-1%	-19%	12%	-2%	0%	-3	1%
> COc1ccccc1-n1c(SCC(=O)N(C)C)nnc1-c1ccco1
  37%	3%	1%	-14%	-6%	-5%	0%	-7	1%
> COc1ccc(N2C(=O)CCC2(C#N)c2ccc(Br)cc2)cc1 (stereo not given)
  -4%	1%	0%	-21%	-13%	-2%	-9%	-5&-2	1%
> O=C(NCc1ccccn1)c1ccc(Cl)c(NC2=NC3CS(=O)(=O)CC3S2)c1 (stereo not given)
  -23%[56.9 µM]	-4%	4%	-28%	7%	-4%	-1%	1	-4%
> CC(=O)n1cc(/C=N/NC(=O)c2ccccc2O)c2ccccc21
  -1%	-8%	-3%	-26%	19%	?	2%	4	-1%
> COc1cccc(OC)c1NC(=O)C1CCCN1C(=O)NCc1ccccc1 (stereo not given)
  -15%[56.9 µM]	4%	-1%	-22%	26%	-8%	10%	-8	-5%
> COCC(=O)Nc1cc(C(=O)Nc2cccc(C)c2C)ccc1Cl
  -8%	1%	-1%	-11%	7%	5%	7%	-4	0%

Single values from the list:
CS(=O)(=O)N(CC(=O)N1CCCCC1)Cc1ccc(Cl)cc1 | Vif-A3G inh = -3%
COCCNC(=O)Cn1nc(-c2ccccc2OC)ccc1=O | RGS4 inhibitor = 21%
Cc1ccc(N2C(=O)C3C4C=CC(CC4)C3C2=O)cc1[N+](=O)[O-] (stereo not given) | IDH1 R132H inh = 5%

(cont.)
Molecule	RGS4 inhibitor	IDH1 R132H inh	Vif-APOBEC3F blk	USP1 inh	TrxR1 inh	Glioma ERSR ind	TrxR1 substrate	LDHA block	Vif-A3G inh
O=C(CN1CCOCC1)Nc1ccc(OCc2ccccc2)cc1	-4%	0%	0%	-7%	-28%	3%	-6%	2	-5%
Cc1cc(C)nc(N(C#N)CN2C(=O)c3ccccc3S2(=O)=O)n1	-34%	6%	10%	-11%	-1%[57.1 µM]	-5%	12%[57.1 µM]	-3	-8%
COc1ccc(C(=O)Nc2nnc(SCC(=O)NC3CC3)s2)cc1	-6%	11%	7%	-16%	12%	-14%	2%[0.457 µM]	-4	-4%
COc1ccc(C(=O)COC(=O)c2cnc(C)cn2)cc1OC	12%	21%	1%	-4%	8%	-1%	-2%	-10	9%
Cc1cccc(C)c1NC(=O)CNC(=O)c1cncc(Br)c1	-13%	10%	3%	-19%	15%	-2%	5%	-4	6%
COC(=O)c1cc2sc(C)cc2n1CC(=O)Nc1ccc(C)cc1Cl	14%	-14%	-7%	-8%	10%	1%	-1%	-8	-2%
Cc1ccc(-n2c(C)cc(C(=O)CN3CCOCC3)c2C)cc1	-14%	12%	-10%	-17%	-28%[57.1 µM]	3%	-6%[57.1 µM]	-1	1%
Cc1ccc(C(=O)OC(C)CN2CCOCC2)cc1 (stereo not given)	-5%	10%	7%	-14%	15%[57.1 µM]	-1%	2%[57.1 µM]	-3	0%

Results in Glioma ERSR ind and RGS4 inhibitor (four entries from above):
| mol | Glioma ERSR ind | RGS4 inhibitor |
| --- | --- | --- |
| Cc1ccc(-n2c(C)cc(C(=O)CN3CCOCC3)c2C)cc1 | 3% | -14% |
| COc1ccc(C(=O)COC(=O)c2cnc(C)cn2)cc1OC | -1% | 12% |
| Cc1cccc(C)c1NC(=O)CNC(=O)c1cncc(Br)c1 | -2% | -13% |
| COc1ccc(C(=O)Nc2nnc(SCC(=O)NC3CC3)s2)cc1 | -14% | -6% |

In the list so far, 2 contain a nitro group on carbon:
Molecule	RGS4 inhibitor	IDH1 R132H inh	Vif-APOBEC3F blk	USP1 inh	TrxR1 inh	Glioma ERSR ind	TrxR1 substrate	LDHA block	Vif-A3G inh
CNC(=O)/C(C#N)=C/c1ccc(-c2ccccc2[N+](=O)[O-])o1	-14%	-5%	-7%	-18%	-6%[57.1 µM]	11%	-9%[57.1 µM]	-3	-13%
Cc1ccc(N2C(=O)C3C4C=CC(CC4)C3C2=O)cc1[N+](=O)[O-] (stereo not given)	-4%	5%	-10%	-20%	20%	-2%	1%	-3	1%
